# From PubChem
# ALOX15 inhib – inhibitors of human 15-lipoxygenase (ALOX15) | purified 15hLO-1, xylenol orange hydroperoxide absorbance | P16050 | actives 1.4% (n = 74,000) | Potency, µM (series often up to 57.1 µM), for the others: at the top dose activity change, negative = inhibition, most hits filed as inhibitors; note: potency is the fitted concentration of half-maximal effect; % is set by controls: 0 for no effect and ±100 for the full control effect; nearly all actives have a fitted effect of over 55% in size
#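 Quantitative HTS in 25 mM Hepes pH 7.5 containing 0.01% Triton X-100: human 15hLO-1 at 40 nM, arachidonic acid at 50 uM, 6 min turnover. Product quantified via ferrous oxidation/xylenol orange, 573:405 nm absorbance ratio.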
# Epigenetic mod – epigenetic GFP locus derepression in mouse cells; Potency, µM (doses to about 46.1 µM), for the others: top-dose GFP derepression (activation); actives 0.09% (n = 68,000); mouse C127i GFP locus derepression, cytometry, 30 h; note: % of control where 0% means no effect
#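 Locus derepression in mouse mammary C127i cells whose integrated CMV-GFP reporter is normally silent; GFP expression after 30 h compound treatment was quantified by counting fluorescent cells.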
# ERK AVP inh – blocks ERK signaling stimulated by vasopressin; HEK293-V1b, vasopressin-stimulated pERK AlphaScreen; actives 0.99% (n = 72,000); Potency, µM (doses to about 57.5 µM), inactives show top-dose activity, negative = inhibition, most hits filed as inhibitors; note: potency is the fitted concentration of half-maximal effect; % is set by controls: 0 for no effect and ±100 for the full control effect; nearly all actives have a fitted effect of over 55% in size
#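 Phosphorylated ERK1/2 detected via AlphaScreen bead proximity in lysates of V1b-expressing HEK293 cells given 25 nM vasopressin for 5 min after 30 min compound exposure (37 °C). AC50 from Hill equation; basal DMSO 0%, vasopressin 100%.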
# Hsp90 Hop PPI – changes Hsp90-Hop TPR2A binding signal, up or down | AlphaScreen TPR2A-His6 binding biotin-Hsp90 C-terminal peptide | Potency, µM (highest dose often 57 µM), inactives show at the top dose activity change, negative = inhibition | actives 0.44% (n = 71,000); active = well fitted curve in either direction with a large enough effect; inconclusive = small, poorly fitted or top-dose-only effect, or another doubt; note: potency is the fitted concentration of half-maximal effect; % is set by controls: 0 for no effect and ±100 for the full control effect; many of its hits are not listed in these tables
# HBB splicing – hemoglobin beta splicing modulation; HBB splicing reporter cell assay, activation; EGFP reporter with mutant IVS2-654 intron; response scale: normalised to 500 nM splice-correcting PNA; Potency, µM (titrated, usually from 46.1 µM), for inactives: top-dose activation, most hits filed as activators; actives 0.06% (n = 65,000); AID 925; note: potency is the fitted concentration of half-maximal effect; 0% is about no effect
#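 HeLa cells stably expressing EGFP interrupted by mutant beta-globin intron 2 (IVS2-654), 500/well in 2% FCS. Treated with compound for 2 days at 37C. Splicing correction scored as total well GFP intensity (488 nm excitation, 500-520 nm emission); 500 nM antisense PNA served as control.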
# UbGFP stabilizer – proteasome inhibitors stabilizing ubiquitin-GFP reporter | Ubiquitin-GFP reporter cells, proteasome inhibition, GFP fluorescence; response scale: untreated = 0%, 10 µM MG-132 = 100% | Potency, µM (series often up to 45.9 µM), for inactives: at the top dose activation (GFP accumulation), hits mostly activators | 67,000 tested, under 10 active; active = well fitted activation curve with a large enough effect, not every such curve was filed as active; inconclusive = small, poorly fitted or top-dose-only effect, or another doubt; inactive = no such curve, though single readings can be large or run the other way; note: potency is the fitted concentration of half-maximal effect
#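 Proteasome blockade was scored as a rise in GFP-expressing U2OS cells carrying a ubiquitin(G76V)-GFP construct, imaged after 4 hr compound treatment at 37 °C across a 46 uM–2.9 nM series.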
# DNA Pol III inh – inhibitors of bacterial DNA polymerase III holoenzyme; AID 603; Potency, µM (titrated, usually from 57.1 µM), for inactives: top-dose activity change, negative = inhibition; reconstituted DNA polymerase III holoenzyme replication, biochemical; actives 0.25% (n = 71,000); note: potency is the fitted concentration of half-maximal effect; % is set by controls: 0 for no effect and ±100 for the full control effect
#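 Reconstituted *E. coli* holoenzyme (0.35 nM Pol III, 1 nM beta, 154 nM SSB, 2 nM primase) was preincubated with compound for 15 min at RT. Synthesis on 1.4 nM ssM13Gori ran 35 min, then was stopped with PicoGreen/EDTA and read as dsDNA fluorescence.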
# FLuc inh – firefly luciferase inhibition; purified firefly luciferase, luminescence, 8 min; Potency, µM (highest dose often 57.1 µM), for the others: at the highest dose activity change, negative = inhibition, usual class: inhibitors; actives 2.2% (n = 72,000); note: potency is the fitted concentration of half-maximal effect; % is set by controls: 0 for no effect and ±100 for the full control effect; nearly all actives have a fitted effect of over 40% in size
# Target sequence (P08659 whole entry, looked up): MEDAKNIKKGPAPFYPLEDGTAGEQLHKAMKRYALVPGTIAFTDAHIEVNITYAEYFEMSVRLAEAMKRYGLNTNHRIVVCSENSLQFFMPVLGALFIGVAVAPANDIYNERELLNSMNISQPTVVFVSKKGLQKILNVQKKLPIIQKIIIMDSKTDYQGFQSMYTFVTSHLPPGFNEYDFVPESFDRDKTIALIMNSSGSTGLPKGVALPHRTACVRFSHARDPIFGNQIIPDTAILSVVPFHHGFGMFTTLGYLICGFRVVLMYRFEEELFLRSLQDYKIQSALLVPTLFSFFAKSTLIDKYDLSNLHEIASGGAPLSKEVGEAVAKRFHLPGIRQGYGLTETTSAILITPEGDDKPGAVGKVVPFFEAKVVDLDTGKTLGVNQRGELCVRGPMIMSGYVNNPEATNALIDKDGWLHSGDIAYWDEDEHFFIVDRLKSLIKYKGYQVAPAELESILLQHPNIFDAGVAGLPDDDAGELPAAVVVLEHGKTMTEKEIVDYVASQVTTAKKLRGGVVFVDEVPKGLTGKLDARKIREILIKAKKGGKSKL
#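 Luminescence read-out after 8 min at room temperature; enzyme reaction used luciferin plus 10 uM ATP (linear range) in imidazole buffer pH 7.2 with KCl, MgCl2, Tween 20 and BSA. Each sample was run as a titration.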
# CRE Fsk mod – modulators of forskolin-stimulated CRE signaling in CHO cells; CHO CRE-bla reporter (cAMP response element driving beta-lactamase), forskolin EC10, beta-lactamase ratio; Potency, µM (series often up to 38.2 µM), inactives show top-dose activity change, negative = inhibition, hits mostly activators; actives 2.5% (n = 71,000); AID 662; active = well fitted activation curve with a large enough effect in the signal ratio, with a control signal flat, not every such curve was filed as active; inconclusive = small, poorly fitted or top-dose-only effect, or effect the other way, or a change in a side signal; the % refers to the signal ratio; note: potency is the fitted concentration of half-maximal effect; % of control where 0% means no effect
#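 Using CellSensor CRE-bla CHO cells in Opti-MEM with 0.5% dialyzed FBS, compounds were titrated with EC10 NKH 477 for 3 h at 37 °C. CCF4 ratio (460/530 nm) gave %Activity; AC50 derived.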
# Tau filament bind – binds recombinant human tau filaments; P10636; recombinant tau filaments, thioflavin S fluorescence, 15 h; filaments grown with octadecylsulfate alongside compound; Potency, µM (top dose mostly 57.1 µM), for the others: at the top dose activity change, negative = inhibition; actives 2% (n = 71,000); AID 596;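 note: potency is the fitted concentration of half-maximal effect; % is set by controls: 0 for no effect and ±100 for the full control effect; actives lower thioflavin S fluorescence by blocking filaments or displacing dye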
#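 Read-out: ThS fluorescence, 450 nm excitation/510 nm emission; lower signal marks blocked filament formation or displaced dye. Tau at 1 uM with 30 uM ODS, 10 uM ThS, 5 mM DTT, 100 mM NaCl, 10 mM HEPES pH 7.4; 15 h, 37 C.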
# HADH2 inh – inhibitors of human HADH2 dehydrogenase; recombinant HADH2, NADH fluorescence, beta-hydroxybutyryl-CoA; actives 3.4% (n = 73,000); Potency, µM (top dose mostly 57.1 µM), for inactives: at the highest dose activity change, negative = inhibition, usual class: inhibitors; Q99714; note: potency is the fitted concentration of half-maximal effect; % is set by controls: 0 for no effect and ±100 for the full control effect; nearly all actives have a fitted effect of over 60% in size; many of its hits are not listed in these tables
# Target sequence (Q99714 whole entry, looked up, one chain of several): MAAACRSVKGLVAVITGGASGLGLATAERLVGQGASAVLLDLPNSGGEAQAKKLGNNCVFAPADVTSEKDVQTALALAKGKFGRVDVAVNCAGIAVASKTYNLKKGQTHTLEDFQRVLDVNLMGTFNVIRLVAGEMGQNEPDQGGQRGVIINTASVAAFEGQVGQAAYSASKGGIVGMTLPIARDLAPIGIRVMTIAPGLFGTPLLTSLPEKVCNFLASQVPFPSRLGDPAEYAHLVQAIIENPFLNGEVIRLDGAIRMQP
#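 E. coli-expressed His-tagged HADH2 tested at 20 nM in alkaline Tris buffer (pH 9.0); oxidation of 90 uM beta-hydroxybutyryl-CoA with 1 mM NAD+ tracked fluorimetrically for 4 min.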
# An asterisk follows results filed as active; ? = inconclusive; nt = not tested or not shown; & = joins results of further samples; [ ] = dose if it differs, or a comment. Unless noted, calls come from the whole dose curve; as a rule, active = well fitted curve in the direction sought with a large enough effect; inconclusive = small, poorly fitted or top-dose-only effect, or another doubt; inactive = no such curve, though single readings can be large; an effect the other way counts as inactive or inconclusive.
SMILES,ALOX15 inhib,Epigenetic mod,ERK AVP inh,Hsp90 Hop PPI,HBB splicing,UbGFP stabilizer,DNA Pol III inh,FLuc inh,CRE Fsk mod,Tau filament bind,HADH2 inh
Clc1ccc(CSc2ncccn2)cc1,-6%,2%,80%[activator],13%,0.4%,-3%,-8%,-1%,3%,-9%,6%
Cc1nc(Sc2nnnn2-c2ccccc2)c(C#N)c(C)c1C,-17%,0%,0%,2%,-0.7%,8%,-5%,1%,-5%,-20%,-26%
Cc1ccccc1NC(=O)CSc1nnnn1C,-2%,0%,-4%,-1%,-5.8%,4%,9%,8%,-10%,-2%,10%
COc1cccc(OCc2nnc(SCC(=O)OC3CCCCC3)n2C)c1,-1%,-1%,18%,4%,nt,0%,-2%,1%,1%,-4%,19%
CCCC(c1nnnn1Cc1ccco1)N1CCN(C(=O)c2ccco2)CC1 (centres undefined),-8%,-2%,15%,0%,nt,-2%,2%,4%,4%,10%,9%
C=C(C)CN=c1scc(C)n1/N=C/c1ccco1,11%,-2%,?,-23%,0.1%[57.5 µM],-2%,-4%,-1%,-5%,-15%,-3%
O=C(CN(C(=O)CNS(=O)(=O)c1ccccc1)C1CCCC1)NCc1ccco1,-5%,0%,-2%,-3%,0.5%,-3%,-1%,3%,5%,-13%,17%
O=C(O)c1ccc(CNCc2ccccc2)cc1,1%[11.4 µM],0%[9.22 µM],-12%[11.5 µM],-2%[11 µM],2.9%[9.22 µM],-3%[9.17 µM],2%[11.4 µM],1%[11.4 µM],0%[7.6 µM],8%[11.4 µM],-2%[11.4 µM]
O=C(CNC(=O)c1cccs1)NCCN1CCN(c2ccccc2F)CC1,1%,4%,-28%,-2%,3.1%[57.5 µM],3%,-3%,1%,-4%,-25%,8%
COc1ccc(N2C(=O)c3cccc4cccc(c34)C2=O)nn1,8%,0%,-13%,-6%,-0.8%,-1%,-5%,-3%,20%,10%,?
O=C(c1ccc2ccccc2c1)N1CCN(c2ccccc2)CC1,0%,-1%,4%,-3%,-0.4%,-7%,-3%,-6%,0%,-7%,8%
O=C(O)c1cc(S(=O)(=O)N2CCCC2)ccc1Br,2%[11.4 µM],0%,-11%,-7%[11 µM],-3.1%[0.0738 µM],-3%[9.17 µM],1%[11.4 µM],4%,?,1%[11.4 µM],?

# The closing four records of the part above are carried over, then new ones follow.
SMILES,ALOX15 inhib,Epigenetic mod,ERK AVP inh,Hsp90 Hop PPI,HBB splicing,UbGFP stabilizer,DNA Pol III inh,FLuc inh,CRE Fsk mod,Tau filament bind,HADH2 inh
O=C(CNC(=O)c1cccs1)NCCN1CCN(c2ccccc2F)CC1,1%,4%,-28%,-2%,3.1%[57.5 µM],3%,-3%,1%,-4%,-25%,8%
COc1ccc(N2C(=O)c3cccc4cccc(c34)C2=O)nn1,8%,0%,-13%,-6%,-0.8%,-1%,-5%,-3%,20%,10%,?
O=C(c1ccc2ccccc2c1)N1CCN(c2ccccc2)CC1,0%,-1%,4%,-3%,-0.4%,-7%,-3%,-6%,0%,-7%,8%
O=C(O)c1cc(S(=O)(=O)N2CCCC2)ccc1Br,2%[11.4 µM],0%,-11%,-7%[11 µM],-3.1%[0.0738 µM],-3%[9.17 µM],1%[11.4 µM],4%,?,1%[11.4 µM],?
CC(C)CN(C(=O)COC(=O)c1cc2ccccc2oc1=O)C1CCS(=O)(=O)C1 (centres undefined),-5%,0%,-6%,0%,-0.7%,0%,2%,1%,-6%,-6%,?
Cc1[nH]nc2c1C(c1ccc(F)cc1)C1=C(CC(C)(C)CC1=O)N2 (centres undefined),3%,2%,3%,-4%,-1.8%,8%,-2%,2%,?,0%,32µM*
Fc1cnc(N2CCOCC2)nc1N1CCc2ccccc21,2%,2%,-28%,9%,0.3%,3%,-4%,0%,?,-18%,5%
COc1cc(NC(=O)NCc2ccncc2)cc(OC)c1OC,4%,0%,18%,0%,0.8%[57.5 µM],-3%,-3%,0%,3%,10%,-13%
CCCNC(=O)NC(C(=O)OC)C12CC3CC(CC(C3)C1)C2 (centres undefined),5%,-2%,7%,-12%,-1.8%,-1%,-2%,0%,18%,-2%,0%
COC(=O)c1cc(OC)c(OC)cc1NC(=O)c1oc2ccccc2c1C,7%,0%,3%,-1%,-0.6%,-1%,1%,0%,3%,15%,?
OC(CN1c2ccccc2Sc2ccccc21)Cn1nnc2ccccc21 (centres undefined),-24%,4%,-26%,-11%,-0.6%,-12%,2%,-6%,?,?,-3%
CCC(=O)Nc1sc(C(=O)N2CCCCC2)c(C)c1C#N,-1%,2%,0%,-2%,0.9%,1%,-2%,1%,18%,-21%,0%
COc1ccc(C2C(C(=O)Nc3cccc(C)n3)c3ccccc3C(=O)N2C)cc1OC (centres undefined),-2%,-3%,19%,-7%,-0.9%,-4%,-1%,0%,-4%,8%,7%
CSc1ccc(CN(C)CC(=O)NC(=O)NC(C)(C)C)cc1,3%,0%,5%,0%,2.1%[57.5 µM],6%,-3%,-1%,4%,-13%,4%
Cc1ccc(S(=O)(=O)NCc2ccc(C(=O)NCCCN3CCN(C)CC3)cc2)cc1,5%,0%,10%,-7%,-3.7%,15%,-6%,2%,?,5%,-2%
O=C(O)C1=CCCNC1,5%,3%&-2%,17%&10%&-8%,-5%&3%,-0.1%,4%&-3%,-2%&2%,-2%&-1%,?,?,2%&13%

# Profiles, looked up by structure. Screens in order: ALOX15 inhib, Epigenetic mod, ERK AVP inh, Hsp90 Hop PPI, HBB splicing, UbGFP stabilizer, DNA Pol III inh, FLuc inh, CRE Fsk mod, Tau filament bind, HADH2 inh
# Fc1cnc(N2CCOCC2)nc1N1CCc2ccccc21 reads 2%, 2%, -28%, 9%, 0.3%, 3%, -4%, 0%, ?, -18%, 5%
# CCC(=O)Nc1sc(C(=O)N2CCCCC2)c(C)c1C#N reads -1%, 2%, 0%, -2%, 0.9%, 1%, -2%, 1%, 18%, -21%, 0%
# CCCNC(=O)NC(C(=O)OC)C12CC3CC(CC(C3)C1)C2 (centres undefined) reads 5%, -2%, 7%, -12%, -1.8%, -1%, -2%, 0%, 18%, -2%, 0%

# The list continues.
SMILES,ALOX15 inhib,Epigenetic mod,ERK AVP inh,Hsp90 Hop PPI,HBB splicing,UbGFP stabilizer,DNA Pol III inh,FLuc inh,CRE Fsk mod,Tau filament bind,HADH2 inh
O=S(=O)(Nc1ccn(-c2ccccc2)n1)c1ccc(Br)cc1,-22%,2%,30%[activator],-2%,0.4%[9.22 µM],2%,-5%,-2%,?,-14%,-22%
CNC[C@H](O)[C@H](O)[C@H](O)[C@H](O)CO,5%[25.6 µM],3%[20.6 µM],-7%[25.7 µM],-3%[26 µM],2.4%[20.6 µM],-2%[20.5 µM],0%[25.6 µM],2%[25.5 µM],-2%[17.1 µM],-12%[25.6 µM],-11%[25.6 µM]
Nc1nncn1C(=O)CCCN1C(=O)c2ccccc2C1=O,6%,-1%,5%,-7%,0.8%,-3%,-6%,1%,-5%,-2%,?
c1coc(-c2nnc(SCc3nc4ccccc4[nH]3)o2)c1,8%,2%,-29%,-4%,1.1%[0.369 µM],nt,-3%,-16%,?,-22%,-16%
Nn1c(SCc2cn3ccsc3n2)nnc1-c1ccncc1,21%,1%,-8%,0%,1.4%,0%,-3%,-3%,?,8%,11%

# Reformatted as tab-separated lines: part of the list above
smiles	ALOX15 inhib	Epigenetic mod	ERK AVP inh	Hsp90 Hop PPI	HBB splicing	UbGFP stabilizer	DNA Pol III inh	FLuc inh	CRE Fsk mod	Tau filament bind	HADH2 inh
CCC(=O)Nc1sc(C(=O)N2CCCCC2)c(C)c1C#N	-1%	2%	0%	-2%	0.9%	1%	-2%	1%	18%	-21%	0%
OC(CN1c2ccccc2Sc2ccccc21)Cn1nnc2ccccc21 (centres undefined)	-24%	4%	-26%	-11%	-0.6%	-12%	2%	-6%	?	?	-3%

# A portion of the library; count on the stated rates, not on these rows.
